Compound activity (PubChem BioAssay)
EBNA-1 inh: blocks EBNA-1 binding to DNA | EBNA-1 DNA binding, fluorescence polarization | 0.34% of 300,000 active | AID 1950 | inhibition, % at 14.8 µM; in the data active = inhibition above about 28%
core dimer inh: blocks dimerization of HCV core protein; TR-FRET GST/Flag-core106 dimerization, 1536-well; inhibition, % at 5 µM; 0.33% of 300,000 active; AID 1899;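 active = inhibition above the mean of all tested compounds plus 3 SD, set per screening campaign, cut at about 45% in these data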
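Assay system: tagged HCV core106 pair (GST and Flag); medium: KF-containing HEPES buffer, pH 7.45, DTT, CHAPS, BSA; also added: Eu donor and XL665 acceptor anti-tag antibodies; dosing: 5 µM single dose; timing: compound-protein-antibody incubation 4 h at 22.5 °C; signal: TR-FRET 671 and 617 nm emission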
PP1 inh: counter-screen for PP5 inhibitors: inhibitors of human PP1-alpha; 0.9% of 320,000 active; P62136; AID 2235; inhibition, % at 6.7 µM; purified PP1alpha, OMFP fluorescence;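 active = inhibition above the mean inhibition of all tested compounds plus 3 SD, computed separately for each screening campaign, cut at about 15% in these data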
PREPL inh: inhibitors of human prolyl oligopeptidase-like enzyme PREPL; Q4J6C6; recombinant PREPL, fluorescence polarization activity-based probe; inhibition, % at 5.96 µM; 0.68% of 320,000 active; AID 2751; in the data active = inhibition above about 43%;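 also: 0% = enzyme with DMSO and 100% = wells lacking enzyme; many of its hits are not listed in these tables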
Fh CTSL1 inh: counter-screen for PFM18AAP inhibitors: inhibitors of F. hepatica cathepsin L1; inhibition, % at 5.96 µM; AID 1906; 0.49% of 300,000 active; recombinant F. hepatica cathepsin L1, Z-Leu-Arg-MCA fluorescence;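 active = inhibition above the mean of all tested compounds plus 3 SD, set per screening campaign, cut at about 17% in these data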;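 also: 0% = plate median of test compound wells and 100% = 1 µM Z-Phe-Ala-diazomethylketone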
TPT1 inhibitor: blocks Candida albicans tRNA 2'-phosphotransferase | inhibition, % at 5 µM | 0.81% of 300,000 active | recombinant caTPT1, FP RNA substrate dephosphorylation;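 active = inhibition above the mean of all tested compounds plus 3 SD, set per screening campaign, cut at about 24% in these data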;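 also: plate controls were DMSO alone for no effect and ferristatin control at 100 nM for full effect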
Efflux pump inh: inhibitors of Candida antifungal efflux pumps expressed in yeast. AID 485275. S. cerevisiae Candida pump triplex, Nile Red efflux. 0.44% of 330,000 active. inhibition, % at 10 µM;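 active = plate passing quality check with inhibition over a set limit, or well fluorescence over plate mean plus 4 SD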;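 also: Nile Red retained in pooled yeast measured as flow cytometry median fluorescence; 0% = buffer negative control and 100% = Enniatin B positive control; higher means more Nile Red kept so more efflux inhibition; some compounds called inactive have numbers as strong as hits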
ZTA DNA inh: blocks Epstein-Barr virus ZTA, an EBNA-1 counter-screen | ZTA-DNA binding, fluorescence polarization | inhibition, % at 11 µM | 0.15% of 320,000 active | AID 2234; in the data active = inhibition above about 33%
Target sequence (P03206 whole entry, looked up): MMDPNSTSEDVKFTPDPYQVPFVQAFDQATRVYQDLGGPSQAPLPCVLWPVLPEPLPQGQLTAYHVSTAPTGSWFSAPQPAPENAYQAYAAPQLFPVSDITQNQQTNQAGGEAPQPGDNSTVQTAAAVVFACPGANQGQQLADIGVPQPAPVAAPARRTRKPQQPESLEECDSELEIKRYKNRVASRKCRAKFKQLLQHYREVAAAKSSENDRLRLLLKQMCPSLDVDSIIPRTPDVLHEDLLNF
PP5 primary: inhibitors of human protein phosphatase 5 (PP5) | 0.18% of 320,000 active | inhibition, % at 6.7 µM | purified PP5c, OMFP substrate fluorescence | AID 1987 | P53041;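 active = inhibition above the campaign's mean inhibition across all tested compounds plus 3 SD, cut at about 9.5% in these data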;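 also: 0% = DMSO only and 100% = 100 µM cantharidin control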
Target sequence (P53041 whole entry, looked up): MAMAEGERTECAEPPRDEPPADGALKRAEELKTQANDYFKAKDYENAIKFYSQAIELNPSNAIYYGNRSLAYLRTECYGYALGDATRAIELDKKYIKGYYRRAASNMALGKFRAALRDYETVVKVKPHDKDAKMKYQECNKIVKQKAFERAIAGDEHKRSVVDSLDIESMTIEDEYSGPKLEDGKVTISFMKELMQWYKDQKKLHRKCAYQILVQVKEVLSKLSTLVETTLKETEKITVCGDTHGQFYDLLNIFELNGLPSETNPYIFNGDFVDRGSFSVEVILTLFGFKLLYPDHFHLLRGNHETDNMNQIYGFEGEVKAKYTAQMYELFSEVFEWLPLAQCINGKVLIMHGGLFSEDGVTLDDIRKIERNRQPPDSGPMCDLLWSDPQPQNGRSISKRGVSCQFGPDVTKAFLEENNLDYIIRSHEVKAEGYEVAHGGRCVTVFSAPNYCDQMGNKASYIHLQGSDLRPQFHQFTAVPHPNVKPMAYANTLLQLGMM
Numbers without * were called inactive; / = no result given.

SMILES	EBNA-1 inh	core dimer inh	PP1 inh	PREPL inh	Fh CTSL1 inh	TPT1 inhibitor	Efflux pump inh	ZTA DNA inh	PP5 primary
COc1ccc2oc(C(=O)OCC(=O)N3CCN(S(=O)(=O)c4ccc(C)cc4)CC3)c(C)c2c1	-4.8	22.0	2.2	-1.8	0.5	-0.5	0.0	-8.7	2.3
Cn1c(=O)c([N+](=O)[O-])c(NCCCn2ccnc2)c2ccccc21	-5.2	-2.6	-4.4	8.9	2.5	-1.6	0.1	-2.5	3.7
O=C(c1ccc(F)cc1F)N1CCCN(c2nc(-c3ccccc3)ns2)CC1	-6.2	0.5	-1.4	0.6	-2.2	-4.0	0.0	-0.7	2.1
CN(C)S(=O)(=O)c1ccc(C(=O)Nc2ccc(F)cc2F)cc1	-3.2	-7.6	0.8	1.9	-3.1	1.8	0.7	-6.9	2.0
CCOc1ccccc1C(=O)NCC(=O)NC(C)c1ccc(-n2ccnc2)cc1 (stereo not drawn)	8.2	0.7	-2.7	-6.2	2.4	0.9	-0.1	1.7	0.0
Cc1cccc(N=Nc2c(C)nn(-c3ccccc3)c2N)c1C	3.2	-9.9	1.3	35.2	0.8	-3.4	-0.2	6.2	4.6
CC1=C(C(=O)Nc2cccc([N+](=O)[O-])c2)C2(CCC(C)CC2)OC1=O (stereo not drawn)	8.4	10.9	-3.9	2.8	4.6	1.7	-0.1	-5.8	2.6
O=c1c2ccccc2c2ccccc2c(=O)n1Cc1ccco1	4.4	9.3	-4.0	6.5	-2.5	-3.0	0.1	-9.3	2.8
Cc1cc(NC(=O)c2cc(-c3ccc(O)cc3)on2)no1	-3.4	-4.0	-2.8	16.6	0.5	-3.0	-0.1	-5.2	0.7
CC(=O)c1sc(NC(=O)c2oc3ccc(F)cc3c2C)nc1C	/	/	13.2	-4.4	/	/	0.4	66.9*	-0.1
CC1(C)C(=O)Nc2ccccc2N1C(=O)CSc1nc(-c2ccccc2)cs1	-15.2	46.1*	-1.1	-1.3	-6.2	1.3	0.1	-0.8	1.6
COc1nc(NCCc2ccc(OC)c(OC)c2)nc(OC)n1	-1.9	3.8	1.6	-0.2	-1.3	4.2	0.0	-3.9	-1.6
Cc1nonc1-c1ccc2c(c1)OCO2	-15.6	-3.1	4.3	7.0	1.7	-3.1	0.1	-6.3	3.6
CCc1c(C)nc2ncnn2c1N1CCC(C(=O)NCc2cccs2)CC1	-1.4	-0.1	1.5	15.8	9.8	-2.8	0.0	-3.4	-10.4
C/C(=N\NC(=O)CN(c1ccccc1)S(=O)(=O)c1ccccc1[N+](=O)[O-])C(C)(C)C	2.7	3.8	-1.1	11.0	-0.8	-1.8	0.0	11.8	0.8

Sorted by number of heavy atoms (high to low): ten of the compounds above
SMILES	EBNA-1 inh	core dimer inh	PP1 inh	PREPL inh	Fh CTSL1 inh	TPT1 inhibitor	Efflux pump inh	ZTA DNA inh	PP5 primary
COc1ccc2oc(C(=O)OCC(=O)N3CCN(S(=O)(=O)c4ccc(C)cc4)CC3)c(C)c2c1	-4.8	22.0	2.2	-1.8	0.5	-0.5	0.0	-8.7	2.3
C/C(=N\NC(=O)CN(c1ccccc1)S(=O)(=O)c1ccccc1[N+](=O)[O-])C(C)(C)C	2.7	3.8	-1.1	11.0	-0.8	-1.8	0.0	11.8	0.8
CCOc1ccccc1C(=O)NCC(=O)NC(C)c1ccc(-n2ccnc2)cc1 (stereo not drawn)	8.2	0.7	-2.7	-6.2	2.4	0.9	-0.1	1.7	0.0
CC1(C)C(=O)Nc2ccccc2N1C(=O)CSc1nc(-c2ccccc2)cs1	-15.2	46.1*	-1.1	-1.3	-6.2	1.3	0.1	-0.8	1.6
CCc1c(C)nc2ncnn2c1N1CCC(C(=O)NCc2cccs2)CC1	-1.4	-0.1	1.5	15.8	9.8	-2.8	0.0	-3.4	-10.4
CC1=C(C(=O)Nc2cccc([N+](=O)[O-])c2)C2(CCC(C)CC2)OC1=O (stereo not drawn)	8.4	10.9	-3.9	2.8	4.6	1.7	-0.1	-5.8	2.6
Cn1c(=O)c([N+](=O)[O-])c(NCCCn2ccnc2)c2ccccc21	-5.2	-2.6	-4.4	8.9	2.5	-1.6	0.1	-2.5	3.7
CN(C)S(=O)(=O)c1ccc(C(=O)Nc2ccc(F)cc2F)cc1	-3.2	-7.6	0.8	1.9	-3.1	1.8	0.7	-6.9	2.0
Cc1cc(NC(=O)c2cc(-c3ccc(O)cc3)on2)no1	-3.4	-4.0	-2.8	16.6	0.5	-3.0	-0.1	-5.2	0.7
Cc1nonc1-c1ccc2c(c1)OCO2	-15.6	-3.1	4.3	7.0	1.7	-3.1	0.1	-6.3	3.6

Remaining list, next part
SMILES	EBNA-1 inh	core dimer inh	PP1 inh	PREPL inh	Fh CTSL1 inh	TPT1 inhibitor	Efflux pump inh	ZTA DNA inh	PP5 primary
Cc1ccc2c(c1)NCC(C(=O)NC1CCCCC1)O2 (stereo not drawn)	10.6	-4.9	-0.5	-3.9	0.5	-1.1	-0.4	7.8	1.2
CCN(CC(=O)NC(c1ccccc1)c1ccccc1)Cc1nc2ccccc2c(=O)[nH]1	-6.8	6.5	-1.9	-1.4	10.4	0.5	0.1	9.8	-0.5
CCOc1ccccc1N=Nc1c(C)[nH]n(C(N)=S)c1=O	-9.5	1.3	-2.5	1.2	2.8	4.5	0.1	0.9	1.3
CC1(C)CC(=O)C2=C(C1)Nc1ccccc1NC2	5.7	0.0	2.3	-0.3	-4.7	-12.0	0.1	2.4	1.6
O=C(CNC(=O)c1ccc(N2C(=O)c3ccccc3C2=O)cc1)OCC(=O)c1ccc(Cl)cc1	35.9*	13.8	-1.8	-1.2	2.2	0.9	0.0	6.3	0.7
O=C(NCCO)c1ccc(Oc2ccc(C(F)(F)F)cc2[N+](=O)[O-])cc1	3.0	-9.8	-1.4	1.9	0.3	-7.1	-0.1	6.3	1.7
CCOc1cc(C2C(C(=O)OC)=C(C)N=C3SCCC(=O)N32)ccc1OC(C)=O (stereo not drawn)	-9.5	-1.3	-2.3	29.2	-6.2	-1.1	0.0	-3.4	0.2
c1coc(-c2nc3nc4ccccc4n3nc2-c2ccco2)c1	-2.2	-0.4	-6.3	16.8	9.8	-5.6	0.1	-4.9	-4.6
COc1ccc(-c2nnc(SCc3ccccc3F)o2)cc1	-9.3	2.3	1.0	1.5	3.2	-4.5	0.1	-9.9	2.7
COc1ccc(CNc2nc(C)cc(C)c2C#N)cc1	-7.3	4.4	-1.2	-1.4	3.8	1.3	-0.2	20.6	0.4
CC1C(=O)N2CCCc3cc(S(=O)(=O)Nc4ccccc4F)cc1c32 (stereo not drawn)	8.0	-2.3	-0.9	12.1	-1.2	-1.4	0.0	-6.1	-0.6
O=C(CSc1nnc(NC(=O)c2ccccc2F)s1)NC1CC1	14.3	-0.8	3.1	-1.6	-2.5	-2.5	0.0	-5.0	3.1
COc1ccccc1/C=N\N=C(\N)c1ccccn1	1.2	-6.9	-1.3	-0.8	-0.1	-4.5	-0.1	-2.0	0.8
O=C(CCCN1C(=O)/C(=C/c2ccccc2Cl)SC1=S)NNC(=O)c1ccc(Cl)cc1Cl	1.7	-0.4	-4.1	-26.9	0.6	1.4	0.1	1.8	-0.2
N#Cc1cccc(S(=O)(=O)N2CCN(c3ccnc4cc(Cl)ccc34)CC2)c1	4.5	15.2	5.7	-11.6	2.6	2.8	-0.1	18.5	2.7

Some of these compounds in order of the Efflux pump inh value, ascending.
| SMILES | Efflux pump inh |
| --- | --- |
| COc1ccccc1/C=N\N=C(\N)c1ccccn1 | -0.1 |
| O=C(CSc1nnc(NC(=O)c2ccccc2F)s1)NC1CC1 | 0.0 |
| COc1ccc(-c2nnc(SCc3ccccc3F)o2)cc1 | 0.1 |

A portion of the library (hit frequency here may not be typical).
